PfHsp90 yeast 2: growth inhibition of yeast expressing Plasmodium Hsp90; S. cerevisiae expressing PfHsp90, BacTiter-Glo ATP, 48 h; yeast lacking PDR1 and PDR3 efflux regulators; inhibition, % at 9.4 µM; hit rate 0.32% among 310,000;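 active means every replicate shows inhibition above about 80%, whatever the replicate mean, limit read from the data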;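 further: 0% = DMSO neutral controls and 100% = 20 µM radicicol positive controls; yeast relying on Plasmodium falciparum Hsp90 in place of its own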
MOR-DOR inv ag: inverse agonist of human OPRM1-OPRD1 heterodimerization; cell-based MOR-DOR heterodimer luminescence, inverse agonism; P35372+P41143; AID 504357; inhibition, % at 9.3 µM; hit rate 0.21% among 340,000; in the data active means inhibition above about 22%, passing the limit was not always enough;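 further: 0% = cells with DMSO and 100% = wells without cells with DMSO; values of inactives mirror those of a sister screen read the other way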
AddAB inh: less growth of phage-infected E. coli with AddAB. E. coli expressing H. pylori AddAB, absorbance growth. inhibition, % at 11.9 µM. hit rate 0.29% among 330,000. AID 435030; in the data active means inhibition above about 12%;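 further: 0% = vehicle wells of infected cells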
SUMO Mot1 rescue: inhibitors of SUMOylation pathway: yeast Mot1-301 growth rescue. S. cerevisiae Mot1-301 growth rescue, ATP luminescence, 38.5C; percent above DMSO median, 100 means doubled. growth rescue, % at 18.8 µM. hit rate 1% among 320,000;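 active means every valid replicate shows activation above 250% relative to neutral control wells; inactive means the rest, any valid replicate at or below 250%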;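 further: OY570 slx delta 5 strain wells were the positive control but not used for scaling; some compounds called inactive have numbers as strong as hits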
E coli growth: reduces bacterial viability in AddAB counter-screen. E. coli V3065 growth, OD600 absorbance, 18 h. inhibition, % at 11.9 µM. hit rate 0.27% among 330,000. AID 449728;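 active means inhibition above the campaign's mean inhibition across all tested compounds plus 3 SD, cut at about 9.9% in these data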;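 further: uninfected addAB+ strain grown without phage in ampicillin broth; 0% = DMSO wells and 100% = ciprofloxacin 0.95 µg/ml wells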
PKA-R1A activ: activates the PKA-R1A holoenzyme complex; AID 504707; PKA-R1A dissociation, Cy5-IP20 fluorescence polarization; scaled: DMSO 0%, 113 µM cGMP 100%; activation, % at 11.4 µM; hit rate 0.083% among 340,000;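 active means percent activation above the mean of all tested compounds plus 3 SD, cut at about 19% in these data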;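 further: higher means more PKAc released from R1A so a rise in polarization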
Tat transport: inhibitors of E. coli Tat protein transport. E. coli MC4100 TorA-mCherry Tat export, fluorescence. inhibition, % at 10 µM. hit rate 0.036% among 340,000. AID 488895;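 active means mean replicate inhibition at least 50% and at least half of replicates individually reaching 50%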;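 further: exported cargo escapes ClpAP degradation while cytoplasmic cargo is degraded and loses fluorescence; 0% = median of neutral control wells and 100% = median of NaSCN control wells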
PKA-R2B act: activates the human PKA-R2B holoenzyme complex; P22694+P31323; PKA-R2B holoenzyme dissociation, Cy5-IP20 fluorescence polarization; R2B truncated from residue 108, S112A mutant; 0% DMSO only, 100% 113 µM cGMP; activation, % at 11.4 µM; hit rate 0.079% among 340,000; AID 504700;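 active means activation above a cutoff set at the mean over all compounds plus 3 SD, cut at about 18% in these data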;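 further: higher means more holoenzyme dissociation and a rise in polarization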
Target sequence (P31323 whole entry, looked up, other chains not shown, the tested form may be a part): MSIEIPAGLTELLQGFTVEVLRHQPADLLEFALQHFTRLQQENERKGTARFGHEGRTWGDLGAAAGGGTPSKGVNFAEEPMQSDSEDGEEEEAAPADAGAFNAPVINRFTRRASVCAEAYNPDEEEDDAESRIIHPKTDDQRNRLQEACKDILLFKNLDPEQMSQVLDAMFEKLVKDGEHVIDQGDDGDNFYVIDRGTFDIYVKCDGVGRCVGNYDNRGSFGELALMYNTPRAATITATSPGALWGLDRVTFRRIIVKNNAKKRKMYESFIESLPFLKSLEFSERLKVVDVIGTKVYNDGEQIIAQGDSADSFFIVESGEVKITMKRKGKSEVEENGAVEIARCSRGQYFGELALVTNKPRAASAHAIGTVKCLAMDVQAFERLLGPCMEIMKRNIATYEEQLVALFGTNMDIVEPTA
HTR5A inv ag: inverse agonist of human HTR5A in OPRM1-OPRD1 counter-screen. P47898. HTR5A cell line, luminescence, inverse agonism. inhibition, % at 9.3 µM. hit rate 0.083% among 340,000. AID 504634; in the data active means inhibition mostly above about 23%, no sharp cut-off; inactive means mostly below about 18%;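 further: 0% = cells with DMSO and 100% = no-cell wells with DMSO; some compounds called inactive have numbers as strong as hits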
Target sequence (P47898 whole entry, looked up): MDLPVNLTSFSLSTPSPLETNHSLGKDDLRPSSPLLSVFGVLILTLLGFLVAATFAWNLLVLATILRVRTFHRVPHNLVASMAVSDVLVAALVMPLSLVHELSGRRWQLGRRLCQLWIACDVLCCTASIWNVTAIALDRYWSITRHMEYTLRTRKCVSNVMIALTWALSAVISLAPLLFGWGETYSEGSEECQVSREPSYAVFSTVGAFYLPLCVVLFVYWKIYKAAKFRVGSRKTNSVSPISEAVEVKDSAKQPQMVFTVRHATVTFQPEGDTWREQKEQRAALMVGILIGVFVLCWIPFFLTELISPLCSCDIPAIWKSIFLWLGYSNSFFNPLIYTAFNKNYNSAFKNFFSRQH
phage Ecoli inh: E. coli growth loss with phage present | growth absorbance | inhibition, % at 11.9 µM | hit rate 0.26% among 360,000 | AID 651602; in the data active means inhibition above about 11%
OPRM1-OPRD1 ag: OPRM1-OPRD1 heterodimerization agonism. P35372+P41143. cells, luminescence. activation, % at 9.3 µM. hit rate 0.3% among 340,000. AID 504326; in the data active means activation above about 18%;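 further: 0% = vehicle-treated cells and 100% = reference agonist; values of inactives mirror those of a sister screen read the other way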
* = called active by the depositor; nt = not tested or not shown.

1) CCN(CC)CC(=O)Nc1c(Br)ccc2c1OCO2
2) CC1=NN(c2ccc(C)c(C)c2)C(=O)/C1=C\C=C\c1ccc([N+](=O)[O-])o1
3) Cc1cc(S(=O)(=O)Cc2noc(-c3c(C)noc3C)n2)c(C)cc1Cl
4) CC1CCc2c(cnc3ncnn23)C1 (stereo unspecified)
5) COC(=O)COc1ccc(Oc2cc(C)nc(SC)n2)nn1
6) Oc1ccc2ccccc2c1CN1CCCCC1
7) CCn1cc(C(=O)O)c(=O)c2cnc(N3CCN(C(=S)Nc4ccccc4)CC3)nc21
8) O=C(CCNC(=O)c1ccc(Br)cc1)NCC(c1ccco1)N1CCCCC1 (stereo unspecified)
9) Nc1cccc2c1C(=O)N(Cc1cccc(Cl)c1)C2=O
10) CCOc1ccccc1C=NNc1ccc([N+](=O)[O-])cn1
entry no.,1,2,3,4,5,6,7,8,9,10
PfHsp90 yeast 2,12,7,-10,-2,-13,8,-2,17,-14,-33
MOR-DOR inv ag,7,-75,-9,6,5,14,2,18,-1,-2
AddAB inh,5.3,5.0,3.0,2.8,2.6,nt,98*,2.2,2.0,nt
SUMO Mot1 rescue,95,6,11,9,-21,nt,7,132,-24,nt
E coli growth,-0.8,4.2,1.5,-0.3,1.6,nt,50*,0.9,-1.9,nt
PKA-R1A activ,4,-2,-2,0,4,-5,7,6,5,2
Tat transport,14,-5,-9,-1,-3,-7,-3,-4,-1,-9
PKA-R2B act,-8,6,-7,-8,2,-5,4,-5,-5,2
HTR5A inv ag,11,20,-13,5,-9,-16,-16,-3,2,0
phage Ecoli inh,3.0,6.4,-2.1,-0.5,nt,2.7,1.4,2.3,-1.5,3.0
OPRM1-OPRD1 ag,-1.2,14,1.9,-1.1,-0.9,-2.9,-0.4,-4.5,0.2,0.4

Results in sequence from above:
Tat transport, nos. 1 to 10, in order: 14, -5, -9, -1, -3, -7, -3, -4, -1, -9
OPRM1-OPRD1 ag, nos. 1 to 10, in order: -1.2, 14, 1.9, -1.1, -0.9, -2.9, -0.4, -4.5, 0.2, 0.4
PKA-R1A activ, nos. 1 to 10, in order: 4, -2, -2, 0, 4, -5, 7, 6, 5, 2

Next part:
11) CCOC(=O)c1sc(NC(=O)c2ccco2)c(C#N)c1C
12) COc1ccc(C(=O)NNC(=O)OC(C)(C)C)cc1
13) CC(C)(c1ccccc1)c1ccc(OCC(O)CNC2CCN(Cc3ccccc3)CC2)cc1 (stereo unspecified)
14) O=C(c1cccc(OC2CCN(C3CCCC3)CC2)c1)N1CCCCCCC1
15) C[C@H](CO)N1C[C@H](C)[C@@H](CN(C)C(=O)NC2CCCCC2)Oc2ccc(NS(C)(=O)=O)cc2C1=O
16) CCC(C)(C)NC(=O)/C=C/c1ccccc1[N+](=O)[O-]
17) Cc1cccc(C)c1NC(=S)NC(=O)c1ccccc1F
18) Cc1cc(C(=O)OCC(=O)Nc2cccc(S(=O)(=O)N(C)C)c2)c2ccccc2n1
19) CCOc1ccccc1OCC(=O)Nc1c(C)n(C)n(-c2ccccc2)c1=O
20) Cc1ccc(NC(=O)CN(C)C(C)C(=O)N2CC(C)CC(C)C2)cc1 (stereo unspecified)
entry no.,11,12,13,14,15,16,17,18,19,20
PfHsp90 yeast 2,14,7,-24,-7,-7,-22,27,-31,22,3
MOR-DOR inv ag,4,20,-85,11,4,0,4,-7,1,1
AddAB inh,1.0,-0.8,1.7,0.8,4.2,2.4,2.2,2.9,0.3,1.6
SUMO Mot1 rescue,-1,-13,-6,117,-14,1,28,0,-8,-1
E coli growth,0.6,-0.2,1.6,0.9,4.5,-1.8,-2.2,0.3,0.3,-0.3
PKA-R1A activ,-11,-3,-22,-3,1,6,-7,-16,0,-4
Tat transport,-5,4,-1,2,4,-10,-8,-8,8,2
PKA-R2B act,-6,-14,-15,-1,0,-9,8,1,7,6
HTR5A inv ag,-3,-13,-12,17,1,-9,14,-4,15,21
phage Ecoli inh,5.5,3.5,4.6,1.9,3.3,2.6,5.1,5.1,-0.9,0.8
OPRM1-OPRD1 ag,-0.7,-3.9,16,-2.3,-0.7,0.1,-0.9,1.2,-0.1,-0.1

21) Cc1ccc(S(=O)(=O)N2CCC3(CC2)OCCO3)s1
22) CC(=O)Nc1ccc(NC(=O)C(C)OC(=O)CC2CCCC2)cc1 (stereo unspecified)
23) Cc1cc(NC(=S)N(CCN2CCOCC2)Cc2ccccc2F)ccc1Cl
24) CC(C)(C)NC(=O)Cn1cnc2cc([N+](=O)[O-])ccc2c1=O
25) O=c1oc2cccnc2n1CCS(=O)(=O)c1ccc(F)cc1
26) Cc1ccc(S(=O)(=O)N(CC(=O)NCc2cccnc2)C2CCCCC2)cc1
27) CC(=O)c1c(-c2ccccc2)c2ccccc2[nH]c1=O
28) CCOC(=O)/C=C/C(=O)N1CCc2ccccc21
29) Cc1cccc(CC(=O)N2CCC(N3CCC(C(=O)N4CCOCC4)CC3)CC2)c1
30) Cc1cccc(N(C(=O)Nc2ccc(Cl)cc2)C2=NCC(C)S2)n1 (stereo unspecified)
entry no.,21,22,23,24,25,26,27,28,29,30
PfHsp90 yeast 2,-7,nt,19,-4,-2,11,3,23,3,17
MOR-DOR inv ag,16,13,4,8,-5,1,11,-7,2,7
AddAB inh,-2.5,2.1,1.8,0.1,-0.2,1.5,1.3,3.0,-2.2,0.8
SUMO Mot1 rescue,-19,69,-5,5,-6,-16,-9,-12,7,15
E coli growth,-2.9,4.5,0.3,-1.7,-0.1,-2.2,1.0,2.5,-2.8,3.0
PKA-R1A activ,-3,-6,-3,-1,-11,2,-2,-2,3,0
Tat transport,-3,2,-2,4,2,2,6,4,-3,-7
PKA-R2B act,-14,-14,2,-5,-8,3,-9,-10,4,3
HTR5A inv ag,-8,-23,2,-6,3,9,-1,-22,-4,-16
phage Ecoli inh,1.0,1.3,1.1,1.9,2.4,4.2,3.5,2.4,1.2,4.0
OPRM1-OPRD1 ag,-2.3,-2.4,-0.8,-1.8,1.1,-0.2,-1.9,1.2,-0.3,-1.5

31) C[C@@H](NC(=O)[C@@H]1Cc2ccccc2CN1)C(=O)Nc1ccc2c(c1)OCO2
32) CCN(CC)S(=O)(=O)c1cc(C)ccc1NC(=S)Nc1cccnc1
33) O=C(NCCCn1ccnc1)C(=O)NC1CCCCC1
34) O=C(NC1CCN(C(=O)Nc2ccccc2)CC1)C1CCCCC1
35) O=C(Cn1cncn1)c1ccccc1
36) COc1ccc(N(C)S(=O)(=O)c2ccc3c(c2)NC(=O)CO3)c(OC)c1
37) O=C(CSc1nccn1Cc1ccc(F)cc1)Nc1ccc(F)cc1F
38) CCCCCCNCC(=O)N1CCC(Cc2ccccc2)CC1
39) CCc1ccc(NC(=S)N(Cc2ccc(Cl)cc2)Cc2ccc(C(=O)O)cc2)cc1
40) COc1ccccc1NC(=S)NNC(=O)c1cc(C)nn1C
entry no.,31,32,33,34,35,36,37,38,39,40
PfHsp90 yeast 2,-2,-10,nt,nt,-8,4,-3,30,-12,-6
MOR-DOR inv ag,-2,-10,17,14,13,3,-16,-10,-8,17
AddAB inh,2.7,0.2,1.9,1.7,0.2,4.0,4.0,-2.0,0.2,2.0
SUMO Mot1 rescue,88,-3,-7,-3,-5,nt,499,14,12,-7
E coli growth,0.3,-0.2,2.6,-1.0,-1.7,-0.2,1.4,-2.0,0.5,0.2
PKA-R1A activ,-9,-8,-13,-8,-18,0,-6,4,3,-2
Tat transport,4,18,-5,0,-4,-3,-5,4,6,7
PKA-R2B act,-2,0,-7,2,-10,-5,-9,7,4,-9
HTR5A inv ag,13,-2,6,-30,3,-7,-28,-6,1,-10
phage Ecoli inh,-0.1,0.9,0.5,4.1,1.7,1.8,1.3,-1.5,-1.1,1.6
OPRM1-OPRD1 ag,0.4,1.9,-3.6,-2.5,-2.5,-0.6,2.8,1.6,1.6,-2.8

41) CCNC(=S)N=Nc1c(O)[nH]c2ccc(C(C)C)cc12
42) Cc1ccc(C)c(S(=O)(=O)Nc2ccccc2C(=O)Nc2ccccc2N2CCOCC2)c1
43) COc1ccc(-c2cc(C(F)(F)F)nc(SCC(=O)NCc3cccs3)n2)cc1
44) COc1ccc(Cn2nnnc2C(c2cccs2)N2CCN(c3ccccc3)CC2)cc1 (stereo unspecified)
45) O=C(CC(=O)N/N=C\c1ccccc1[N+](=O)[O-])NCCc1ccccc1
46) COc1cc(S(=O)(=O)N2CCCCC2)ccc1NC(=O)/C=C/c1ccccc1
47) CCC(=O)NCc1csc(-c2cccs2)n1
entry no.,41,42,43,44,45,46,47
PfHsp90 yeast 2,0,-30,-7,11,-14,-3,2
MOR-DOR inv ag,-9,-3,-20,-16,8,-2,3
AddAB inh,2.3,2.0,0.3,1.0,-3.8,1.5,-0.1
SUMO Mot1 rescue,10,2,-5,-3,7,4,169
E coli growth,-3.0,0.0,-1.6,2.0,-0.9,1.0,1.7
PKA-R1A activ,-12,-4,7,6,-12,-8,-12
Tat transport,-3,2,-7,4,-1,-2,10
PKA-R2B act,-11,-4,-8,-1,-4,-2,5
HTR5A inv ag,1,-6,-8,2,11,3,-17
phage Ecoli inh,0.9,0.2,2.1,0.7,0.0,2.8,1.5
OPRM1-OPRD1 ag,1.7,0.6,3.9,2.9,-1.7,0.3,-0.6

An excerpt from above in order of heavy-atom count, lowest first.
41) CCNC(=S)N=Nc1c(O)[nH]c2ccc(C(C)C)cc12
46) COc1cc(S(=O)(=O)N2CCCCC2)ccc1NC(=O)/C=C/c1ccccc1
43) COc1ccc(-c2cc(C(F)(F)F)nc(SCC(=O)NCc3cccs3)n2)cc1
44) COc1ccc(Cn2nnnc2C(c2cccs2)N2CCN(c3ccccc3)CC2)cc1 (stereo unspecified)
entry no.,41,46,43,44
PfHsp90 yeast 2,0,-3,-7,11
MOR-DOR inv ag,-9,-2,-20,-16
AddAB inh,2.3,1.5,0.3,1.0
SUMO Mot1 rescue,10,4,-5,-3
E coli growth,-3.0,1.0,-1.6,2.0
PKA-R1A activ,-12,-8,7,6
Tat transport,-3,-2,-7,4
PKA-R2B act,-11,-2,-8,-1
HTR5A inv ag,1,3,-8,2
phage Ecoli inh,0.9,2.8,2.1,0.7
OPRM1-OPRD1 ag,1.7,0.3,3.9,2.9
